# S3 lipid droplet: qHTS Assay for Lipid Storage Modulators in Drosophila S3 Cells; Drosophila S3 cells, BODIPY lipid droplet fluorescence, 18-24 h; cells fed with added oleic acid; lipid storage change, negative = inhibition, % at the top dose, mostly 46.1 µM; hits show Potency in µM; 0.64% of 320,000 active; active = well fitted inhibition curve with a large enough effect in the signal ratio, with a control signal flat, not every such curve was filed as active; inconclusive = small, poorly fitted or top-dose-only effect, or effect the other way, or a change in a side signal; the % refers to the signal ratio
#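 Drosophila S3 cells got compounds at several concentrations plus oleic acid (400 uM solution). Laser-scanning cytometry with 488 nm excitation read lipid droplets at 500-530 nm and cells at 575-640 nm. Percent activity was relative to 20 uM Triacsin C.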
# S3 lipid droplet cell count max: second read-out of S3 lipid droplet, no call of its own (marks repeat the call); cell number change, %; measured here: cell count max response;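 cells counted by Cell Tracker Red CMTPX staining in the red channel; peak over a dose series mostly up to 46.1 µM; percent activity relative to internal control wells on each plate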
# Active calls of the source: *; i = inactive; ? = inconclusive; / = not tested or not shown; [ ] = dose if it differs, or a comment. % is scaled to controls: 0 for no effect and ±100 for the full control effect; potency is read from the fitted curve at half-maximal effect. The list is partial. The share of hits here may be higher or lower than overall.
S3 lipid droplet cell count max | S3 lipid droplet | Compound
/ | -16.4% | CCOC(=O)N1CCN(C(=O)CCC(=O)N2CCOc3ccc(C)cc32)CC1
-7.9 | 19.1% | CCOC(=O)C1=C(C)NC(=O)NC1c1c(OCC(=O)N2CCCCC2)ccc2ccccc12 (stereo not drawn)
0.7 | -5.0%[9.22 µM] | C=CCc1ccccc1OCC(O)CNC (stereo not drawn)
/ | i | COCCN1C=C(C(=O)OC)C(c2cc3c(cc2Br)OCO3)C(C(=O)OC)=C1
/ | ? | COc1ccc(-c2cc(C(=O)NCC3CCCO3)c3cc(C(C)C)ccc3n2)cc1 (stereo not drawn)
-18.5 | -28.4% | Cc1ccc(S(=O)(=O)N(C)Cc2ccc(-c3nnco3)cc2)cc1
-13.2 | 1.1% | CC[C@@]12C(=O)N(c3cccc(C)c3)C(=O)N1[C@H](c1ccc(Br)cc1)[C@@H]1C(=O)N(C(C)(C)C)C(=O)[C@@H]12
18.9 | -13.0% | Cn1c(=O)c2c(nc(SCC(=O)NCC3CCCO3)n2Cc2ccc(F)cc2)n(C)c1=O (stereo not drawn)
/ | ? | Cc1ccc(C)c(NC(=O)CN(C)C(=O)c2cc3ccccc3o2)c1
/ | ? | CC(CNC(=O)c1ccc(Br)o1)NC(=O)c1ccc(Br)o1 (stereo not drawn)
-11.1 | -3.8% | Cc1ccc(C(=O)CNc2nc3c(c(=O)[nH]c(=O)n3C)n2Cc2ccccc2)cc1
/ | ? | O=C(Nc1ccccc1C(=O)NC(Cc1ccccc1)C(=O)O)c1ccccc1 (stereo not drawn)
4.9 | 4.9% | COc1ccc(/C=C\c2onc(C)c2S(=O)(=O)N2CCC(C(=O)NCc3ccco3)CC2)cc1
/ | i | Cc1ccc(Oc2nc(C(F)(F)F)nc3ccccc23)cc1
/ | ? | COCC1CCN(C(=O)CCc2nnc(C3(c4ccc(Cl)cc4)CCC3)o2)C1 (stereo not drawn)
/ | ? | CCCNC(=O)CN(Cc1ccccc1F)S(=O)(=O)c1ccc(C)cc1
/ | ? | CC1(C)CC(=O)c2cc(NC(=O)c3ccc(F)cc3)c(=O)oc2C1
/ | ? | S=C(NCCCN1CCOCC1)NC1CC1
/ | ? | CC1(C)Cc2c(sc3nc4n(c(=N)c23)CCCCC4)CO1
18.6 | 2.8% | Cc1ccc(CNC(=O)c2ccc(-n3cccc3)cc2)cc1
/ | ? | Cc1ccc(C(=O)Nc2ccccc2C(=O)Nc2ccccn2)cc1Cl
-17.4 | -11.2% | Cn1ncn2c(=O)c3c(nc12)-c1ccccc1CC31CCCC1
/ | ? | Cc1ccc2c3c1C1(C(=O)N3C(C)(C)CC2C)C(C#N)=C(N)Oc2cc(O)ccc21 (stereo not drawn)
6.2 | i | COc1ccc(N2CCN(S(=O)(=O)c3ccc(OC)c(C(=O)N4CCCC4)c3)CC2)cc1
13.3 | 6.3% | COc1ccc(/C=N/NC(=O)CNc2n[nH]c(=O)[nH]c2=O)cc1OC
-16.0 | 0.9% | Cc1ccc(Cn2c(N)c(S(=O)(=O)c3cccs3)c3nc4ccccc4nc32)cc1
13.7 | 20.2% | C/C=C(/C)C(=O)Nc1cccc(C2=NOC3(C2)C[C@H](C(N)=O)N(C(=O)c2ccccc2)C3)c1 (stereo partly drawn)
-1.2 | 14.4% | Cc1cc2[nH]c(=O)c(=O)[nH]c2cc1S(=O)(=O)Nc1cccc(C)c1C
/ | ? | CC(C)(C)c1ccc(/C=N/NC(=S)Nc2cccnc2)cc1
-7.2 | -13.0% | O=C(Cc1ccc(Cl)c(Cl)c1)Nc1ccc2[nH]c(=O)[nH]c2c1
-13.5 | -14.4% | COc1ccc(NC(=O)c2ccc(Br)o2)c([N+](=O)[O-])c1
7.9 | 24.4% | Nc1ccc(-c2cc(-c3cccc(N)c3)nc(-c3ccccc3)n2)cc1
/ | ? | COc1ccc(S(=O)(=O)NCC(=O)N(CC(=O)NCc2ccccc2)Cc2ccco2)cc1
/ | ? | O=C1/C(=C/c2ccc(Br)cc2)Oc2cc(O)ccc21
/ | ? | CCN1C(=NCCOC)N[C@@H](c2ccccc2)[C@H](C(=O)OC)[C@H]1C
14.9 | 23.0% | Cc1ccc(Nc2nc(COC(=O)COc3ccc(C=O)cc3)cs2)cc1
-1.1 | 10.9% | CCC(C)N(NC(C)=O)c1nc(Cl)nc(NC(C)C)n1 (stereo not drawn)
6.0 | 2.4% | CN=C(NC)SC1CC(=O)N(c2ccccc2)C1=O (stereo not drawn)
7.3 | -7.7% | Cc1cc(C)cc(NC(=S)NCc2cccnc2)c1
-18.1 | -6.0% | Cc1ccc(C(=O)Nc2cc(Cl)ccc2OC(=O)c2ccc(C)cc2)cc1
/ | ? | CC(=O)Nc1ccc(C(=O)COC(=O)C2CC2)c(F)c1
/ | ? | CCNC(=O)CC1SC(=Nc2ccc(Cl)cc2)N(CC)C1=O (stereo not drawn)
25.0 | i | CC1Cc2cc(-c3csc(NC(=O)Cc4ccccc4)n3)ccc2N1S(C)(=O)=O (stereo not drawn)
/ | ? | CCOC(=O)c1cc(S(=O)(=O)N(C)Cc2ccccc2)cn1C
/ | ? | CC(C)C[C@@H](CO)N1CCN(Cc2ccccc2)CCC1=O
20.4 | 1.0% | COc1cc2nc(N(C)CCCNC(=O)C3CCCO3)nc(N)c2cc1OC (stereo not drawn)
/ | ? | CCCc1cc(=O)[nH]c2nnc(SCC(=O)Nc3ccc(NC(C)=O)cc3)n12
-2.5 | 6.0% | CCOc1ccccc1NC(=S)N1CCCc2ccccc21
/ | ? | O=C(COC(=O)c1ccc(O)cc1)Nc1nccs1
/ | ? | Cc1c(NC(=O)C(C)OC(=O)COc2ccc(C#N)cc2)c(=O)n(-c2ccccc2)n1C (stereo not drawn)
-0.6 | 15.2% | Cc1nc2c3ccccc3nc(NNC(=O)CCC(=O)NC(C)C)n2n1
/ | ? | CCN(CC(=O)Nc1ccc(C(=O)OC)cc1)Cc1ccccc1
/ | i | C=CCOC(=O)C(C#N)c1nc2ccccc2nc1N1CCC(C(=O)OCC)CC1 (stereo not drawn)
/ | ? | O=C(c1cn(-c2ccccc2)nc1-c1ccccc1)N1CCN(c2ccccn2)CC1
-24.0 | 20.2% | CCCCNC(=S)Nc1ccc2[nH]c(=O)[nH]c2c1
/ | ? | COc1ccc(NC(=O)N2CCn3c2nc2ccccc23)cc1
/ | -17.1% | COC(=O)c1ccc(NC(=O)CN(c2ccc(C)cc2)S(=O)(=O)c2c(C)n[nH]c2C)cc1
/ | ? | O=C1NC[C@H](c2ccccc2)N(CCc2cccc3ccccc23)C1=O
/ | ? | O=C(O)c1ccccc1SCc1cn2ccccc2n1
11.9 | -1.0% | Cn1c(=O)[nH]c(=O)c2c1nc(N1CCCC1)n2CC(O)COc1ccccc1 (stereo not drawn)

# The results go on.
S3 lipid droplet cell count max | S3 lipid droplet | Compound
-2.5 | -12.1% | Cc1cccc(NC(=O)C2CC(=O)NC(Nc3nc4ccccc4s3)=N2)c1 (stereo not drawn)
/ | ? | O=C(N/N=C/c1ccc([N+](=O)[O-])o1)c1cccc(S(=O)(=O)N2CCOCC2)c1
10.7 | 6.7% | Cc1ccccc1CSc1nnc(-c2ccccn2)n1C
/ | ? | Cc1ccn2c(=O)c(C(=O)NCCN3CCOCC3)c(O)nc2c1
/ | i | CC(C)CN(C(=O)COC(=O)CCCc1nc2ccccc2s1)c1c(N)n(Cc2ccccc2)c(=O)[nH]c1=O
/ | ? | Cc1ccc(C(=O)CNc2cccc([N+](=O)[O-])c2)cc1
/ | ? | Cc1sc(NC(=O)C2CCCCC2)c(C#N)c1-c1ccccc1
/ | ? | C#CCOCCOCCOCCNc1nc(N2CCN(C(=O)CCCCCCCCCCNC(=O)Cn3cc(CCCCCN)nn3)CC2)nc(N2CCN(C(=O)CCCCCCCCCCNC(=O)[C@@H](CCC(=O)O)n3cc(CCCCCN)nn3)CC2)n1
/ | ? | C=CCCCCCCCCc1nc(SCC(C)=O)n[nH]1
/ | ? | O=[N+]([O-])c1ccccc1S(=O)(=O)N1CCN(Cc2cc3c(cc2O)OCO3)CC1
/ | 12.7% | O=C(Nc1ccccc1)C1CCN(S(=O)(=O)c2ccc3c(c2)OCCO3)CC1
-9.2 | -11.0% | Cc1ccc(CNC(=O)Cn2cccc2)cc1
/ | ? | NC(=O)c1ccc(NC(=O)COc2ccc([N+](=O)[O-])cc2Cl)cc1
0.2 | 6.9% | COc1ccccc1C(=O)Nc1nnc(-c2ccc(Cl)cc2)o1
5.4 | 30.0% | Cc1ccccc1CC(=O)Nc1cc(C(C)(C)C)on1
/ | ? | Nc1ncnc2c1ncn2C1OC(COP(=O)(O)O)C(O)C1O (stereo not drawn)
/ | ? | CCOC(=O)c1sc(NC(=O)CCCCCN2C(=O)c3cccc4cccc(c34)C2=O)nc1C
/ | ? | COC(=O)CCC(=O)OC1(C)C(=O)C=C2C=C3CCCN3C=C2C1=O (stereo not drawn)
/ | ? | COC(=O)CCC(=O)Nc1ccc(N=Nc2ccccc2)cc1
/ | ? | Clc1ncnc2c1oc1ccccc12
-7.0 | i | Cc1cc(Cl)ccc1NC(=O)CCN1C(=O)C2CCCCC2C1=O (stereo not drawn)
/ | ? | COCc1cc([C@@H]2C[C@H]3CN(c4ccccc4)C(=O)[C@]34CCCN24)ccc1OC
-4.5 | -7.9% | CCOCCCNC(=O)C1CCN(c2cc(C)nc3c(-c4ccc(OC)c(OC)c4)c(C)nn23)CC1
-10.2 | -11.0% | O=C(NC1CCCC1)c1ccc2c(c1)N(Cc1ccccc1)CCS2
/ | i | Cn1c(SCC(=O)c2ccc(F)cc2)nnc1-c1ccccc1N
3.9 | -1.4% | O=c1ccc(Oc2nc(N3CCOCC3)nc(N3CCOCC3)n2)n[nH]1
/ | ? | CCOc1ccc2[nH]c(S(=O)(=O)CC)nc2c1Cl
/ | -14.7% | CCOc1ccccc1N1CCN(C(=O)CCNS(=O)(=O)c2ccccc2F)CC1
/ | ? | CCOC(=O)C1(C/C(C)=N/NC(N)=O)CC(C)OC1=O (stereo not drawn)
/ | ? | CCCS(=O)(=O)N1CCCC(C(=O)N2CCOCC2)C1 (stereo not drawn)

# No new results follow: an excerpt of the list.
S3 lipid droplet cell count max | S3 lipid droplet | Compound
/ | ? | Cc1ccc(C(=O)Nc2ccccc2C(=O)Nc2ccccn2)cc1Cl
-17.4 | -11.2% | Cn1ncn2c(=O)c3c(nc12)-c1ccccc1CC31CCCC1

# An excerpt from above in order of their number in S3 lipid droplet cell count max, ascending:
S3 lipid droplet cell count max | S3 lipid droplet | Compound
-10.2 | -11.0% | O=C(NC1CCCC1)c1ccc2c(c1)N(Cc1ccccc1)CCS2
-7.0 | i | Cc1cc(Cl)ccc1NC(=O)CCN1C(=O)C2CCCCC2C1=O (stereo not drawn)
-4.5 | -7.9% | CCOCCCNC(=O)C1CCN(c2cc(C)nc3c(-c4ccc(OC)c(OC)c4)c(C)nn23)CC1
3.9 | -1.4% | O=c1ccc(Oc2nc(N3CCOCC3)nc(N3CCOCC3)n2)n[nH]1

# More results follow:
S3 lipid droplet cell count max | S3 lipid droplet | Compound
12.5 | 12.2% | Cc1cc(C=O)c(C)n1-c1ccc2c(c1)OCO2
/ | ? | CCCOc1cc(C)nc(-c2ccccc2O)n1
12.7 | i | CC(CNC(=O)C1CCCN(S(=O)(=O)N2CCOCC2)C1)c1ccccc1 (stereo not drawn)
/ | ? | CCOC(=O)c1sc(NC(=O)CSc2nnnn2-c2ccc(C)c(C)c2)nc1C
-1.8 | -4.6% | CCCC(=O)N1c2ccccc2C(=C2SC(C(=O)OC)=C(C(=O)OC)S2)C(=S)C1(C)C
-6.4 | 1.4% | CN(CCCNC(=O)CSc1cc(=O)n(C)c2ccc(Cl)cc12)Cc1ccccc1
1.9 | 17.2% | COc1ccc(S(=O)(=O)Nc2cccc(S(=O)(=O)N3CCCCCC3)c2)cc1
-12.5 | 11.5% | CC(=O)Nc1nc2cccc([N+](=O)[O-])c2s1
/ | ? | CN(c1cccc(NS(=O)(=O)c2cccc([N+](=O)[O-])c2)c1)S(C)(=O)=O
/ | ? | COc1cc(/C=N/Nc2ccccc2[N+](=O)[O-])ccc1OC(=O)c1ccccc1F
6.9 | -0.4% | CCS(=O)(=O)N1CCC(C(=O)NCc2cccnc2)CC1
/ | 18.7% | Cc1cc(NC(=O)Nc2cccc([N+](=O)[O-])c2)no1
/ | ? | Cc1cc(Oc2ccccc2)nc(SCC(N)=O)n1
/ | i | COc1cccc(OCCNC(=O)c2cc([N+](=O)[O-])cc([N+](=O)[O-])c2)c1
/ | ? | CC(C)(C)OC(=O)[C@H](Cc1ccccc1)NC(=O)c1nc[nH]c1C(=O)NC1CCN(C(=O)OC(C)(C)C)CC1
/ | ? | CCOC(=O)N1CC=C2C(C#N)=C(N)C(C#N)(C#N)[C@H](c3ccc(OCC)c(OCC)c3)[C@H]2C1
0.5 | 6.6% | CC(=O)c1cccc(S(=O)(=O)N(Cc2cc3cc4c(cc3[nH]c2=O)OCCO4)CC2CCCO2)c1 (stereo not drawn)
-8.4 | i | O=C(Nc1nccs1)c1cc(S(=O)(=O)N2CCCCC2)ccc1Cl
/ | ? | O=C(O)C/C(=C\c1cc(Br)cs1)c1nc2ccccc2o1
/ | 13.5% | Cc1noc(C)c1CSc1ncnc2sc3c(c12)CCCCC3
7.2 | 12.0% | CCOc1ccc(N(CC)S(=O)(=O)c2cccc3nsnc23)cc1
-14.0 | -2.7% | CCn1c(SCc2cccc(C(F)(F)F)c2)nnc1-c1ccco1
/ | ? | O=C(COC(=O)C1(c2ccc(Cl)cc2)CCCC1)Nc1ncc(C(F)(F)F)cc1Cl
/ | -13.9% | O=C(CNC(=S)N(Cc1ccccc1)Cc1cccnc1)NC1CCCCC1
8.1 | 22.5% | Cc1cccc(C(=O)NC2CCN(CC(=O)Nc3ccc4c(c3)OCO4)CC2)c1

# Assay outcomes (PubChem)
